Screening data deposited in PubChem by several laboratories.
PMI act hi M6P = human PMI activators, high substrate, primary screen, biochemical, fluorescence intensity, near-saturating mannose 6-phosphate. Mannose-6-phosphate isomerase (Homo sapiens), P34949. coupled PMI enzyme assay, resazurin fluorescence, 20 min; hits give high values; 1 = untreated enzyme, 0 = substrate-free blank. activation factor at 20 µM. hit rate 0.34% among 190,000. AID 1216, 2008;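 active means activation factor of 2 or more at 20 µM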
Target sequence (P34949 whole entry, looked up): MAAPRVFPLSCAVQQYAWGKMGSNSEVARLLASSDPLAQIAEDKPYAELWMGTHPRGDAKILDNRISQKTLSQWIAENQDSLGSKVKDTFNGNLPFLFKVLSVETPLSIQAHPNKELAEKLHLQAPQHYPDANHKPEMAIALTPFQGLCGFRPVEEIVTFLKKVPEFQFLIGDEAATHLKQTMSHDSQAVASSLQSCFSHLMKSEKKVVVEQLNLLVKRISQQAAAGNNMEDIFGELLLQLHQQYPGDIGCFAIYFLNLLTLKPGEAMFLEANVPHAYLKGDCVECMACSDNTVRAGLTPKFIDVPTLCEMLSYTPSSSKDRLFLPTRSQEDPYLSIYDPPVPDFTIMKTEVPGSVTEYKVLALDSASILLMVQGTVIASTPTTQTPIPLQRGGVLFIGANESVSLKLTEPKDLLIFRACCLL
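Test system: human phosphomannose isomerase with PGI, G6PDH, diaphorase coupling enzymes; Amount: PMI at 15 ng/mL final; Reagent: Mannose-6-phosphate 1.0 mM (near-saturating) plus 0.22 mM NADP+; Timing: 20 min, room temperature; Technique: resorufin fluorescence at Ex 544/Em 590 nm; Dosing: 20 µM single dose.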
PPARg SRC3 recr = PPARgamma agonists recruiting SRC-3 coactivator, primary screen, biochemical; Peroxisome proliferator-activated receptor gamma (Homo sapiens), P37231; biochemical PPARgamma/SRC-3 coactivator recruitment assay; activation, % at 8 µM; hit rate 0.26% among 200,000; in the data active means activation above about 23%;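 further: 0% = DMSO and 100% = reference agonist; some compounds past the cut are filed as inactive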
Diaph inh CS = diaphorase inhibitors and chemical oxidizers, primary screen, counter-screen for diaphorase-coupled primary assays, biochemical, uHTS, resorufin fluorescence | diaphorase resazurin-to-resorufin fluorescence, NADH, 16 min; bacterial (C. kluyveri) enzyme, not human | inhibition, % at 20 µM | hit rate 0.69% among 190,000 | AID 1217, 2008;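 active means primary screen inhibition at 20 µM above a set limit, cut at about 50% in these data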;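 further: plate controls were DMSO with full reaction for no effect and wells lacking NADH for full effect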
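controls = No-NADH positive control and DMSO neutral control | system = Clostridium kluyveri diaphorase enzyme | timing = reaction incubation of 16 min at room temperature | signal = resorufin fluorescence 544/590 nm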
ROMK primary = ROMK potassium channel modulators, primary screen, cell-based, thallium flux, MLSMR library; ATP-sensitive inward rectifier potassium channel 1 (Homo sapiens), P48048; Tet-inducible ROMK, thallium flux fluorescence; actives lie on both sides; B-score at 10 µM; hit rate 2% among 130,000;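 active means signal ratio slope over the read window, or its plate-corrected B-score, at least 3 SD from the plate mean, either direction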;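 further: B-score of the F/F0 ratio slope over 7 to 12 s after thallium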
Target sequence (P48048 whole entry, looked up): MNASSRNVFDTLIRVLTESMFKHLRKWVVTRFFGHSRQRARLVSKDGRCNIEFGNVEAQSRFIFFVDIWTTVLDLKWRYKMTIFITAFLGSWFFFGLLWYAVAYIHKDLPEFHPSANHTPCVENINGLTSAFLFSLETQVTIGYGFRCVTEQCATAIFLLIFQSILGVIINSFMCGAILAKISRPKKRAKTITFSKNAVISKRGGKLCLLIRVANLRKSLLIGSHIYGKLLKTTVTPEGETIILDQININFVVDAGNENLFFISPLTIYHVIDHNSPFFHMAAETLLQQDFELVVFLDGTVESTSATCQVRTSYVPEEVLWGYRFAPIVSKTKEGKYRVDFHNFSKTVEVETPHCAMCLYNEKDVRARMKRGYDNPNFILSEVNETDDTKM
S1P3 antagonist = S1P3 receptor antagonists, primary screen, cell-based; CHO S1P3 NFAT-BLA reporter, FRET fluorescence, antagonist mode; inhibition, % at 4.98 µM; hit rate 0.27% among 170,000; AID 485, 2006;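 active means inhibition above the plate cutoff, the mean inhibition of test wells on that plate plus 3 SD, cut at about 28% in these data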;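 further: cells challenged with S1P at its EC80 of 0.8 µM; blue over green emission ratio from cleaved BLA substrate after 4 h stimulation; 0% = S1P-stimulated wells and 100% = unstimulated DMSO-only wells; some compounds past the cut are filed as inactive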
SRC2 TRFRET art = TR-FRET signal artefacts, primary screen, artefact control for PPARgamma SRC-2 agonist project, biochemical. TR-FRET artefact counter-screen; hits give high values. hit rate 0.4% among 200,000. AID 1049, 2008. TR-FRET ratio at 8 µM; in the data active means TR-FRET ratio above about 2000; further: inactives centre near 1500
PPARg SRC-2 ag = agonists of PPARg-SRC-2 recruitment, primary screen, biochemical, HTS; Peroxisome proliferator-activated receptor gamma (Homo sapiens), P37231; PPARgamma LBD-SRC-2 recruitment; activation, % at 8 µM; hit rate 0.34% among 200,000; in the data active means activation above about 22%;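 further: 0% = vehicle and 100% = reference agonist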
Diaphorase act = compounds boosting diaphorase resazurin reduction – biochemical, uHTS, resorufin fluorescence, counter-screen for diaphorase-coupled primary assays, primary screen | hit rate 0.005% among 190,000 | Diaphorase/resazurin coupled assay, 16 min; hits give high values; 1 = vehicle wells, 0 = NADH-free wells | activation factor at 20 µM;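 active means diaphorase activity raised at least twofold by the compound at 20 µM; inactive means activation factor below 2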
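Material: purified diaphorase enzyme from Clostridium kluyveri / Medium: HEPES pH 7.4 buffer with MgCl2 and Tween 20 / Schedule: enzyme reaction of 16 min at room temperature / Measured by: resorufin fluorescence, excitation 544 nm, emission 590 nm / Evaluation: rise in resorufin formation, marking diaphorase activation or chemical reduction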
G6PDH CS = L. mesenteroides G6PDH inhibitors, counter-screen for G6PDH-coupled screening assays, biochemical, Leuconostoc mesenteroides enzyme. glucose-6-phosphate dehydrogenase [Leuconostoc mesenteroides]. Purified L. mesenteroides G6PDH, diaphorase/resazurin coupled fluorescence, 45 min. inhibition, % at 5 µM. hit rate 0.12% among 200,000. AID 1020, 2008; in the data active means inhibition above about 50%
PMI activator = activators of human PMI, primary screen, biochemical, fluorescence intensity, near-Km mannose 6-phosphate | Mannose-6-phosphate isomerase (Homo sapiens), P34949 | purified human PMI, coupled resazurin fluorescence, 20 min; hits give high values; 1 = vehicle control, 0 substrate-free wells | activation factor at 20 µM | hit rate 0.005% among 190,000;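 active means activation factor of 2 or more at 20 µM, relative to plate controls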
PPARg SRC-1 ag = PPARgamma agonists recruiting SRC-1 coactivator, primary screen, biochemical; activation, % at 8 µM; AID 631, 2007; Peroxisome proliferator-activated receptor gamma (Homo sapiens), P37231; PPARgamma-SRC-1 coactivator recruitment biochemical assay; hit rate 0.41% among 200,000; in the data active means activation above about 19%;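 further: 0% = DMSO and 100% = reference agonist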
Numbers without * were called inactive; . = not tested or not shown.

Second line of a record – S1P3 antagonist, PMI act hi M6P, Diaph inh CS, PMI activator, G6PDH CS, PPARg SRC-2 ag, ROMK primary, PPARg SRC3 recr, PPARg SRC-1 ag, Diaphorase act, SRC2 TRFRET art
- Cc1ccc(-n2nc(-c3ccccc3)cc2Nc2ccccc2N)cc1
    -1.9, 0.8, 20.3, 0.8, 6.1, 4.2, ., 4.2, 5.1, 0.8, 1687
- CCOc1ccc(/C=C2\SC(=S)N(N3C(=O)C4CC4C3=O)C2=O)cc1 (stereo not given)
    -5.5, 1, 8.8, 0.9, 2.0, 1.5, 0.577, 2.0, -0.9, 0.9, 1534
- C[N+]1(C2CCC3CCCC2C3O)CCCCC1 (stereo not given)
    -9.5, ., ., ., 17.5, 2.5, 0.0055, 1.7, 5.2, ., 1484
- CCOC(=O)Cc1nnn(CC(=O)OCC)n1
    ., 1, 2.3, 1.1, -3.1, 10.6, ., 7.1, 7.8, 1, 1535
- CCOC(=O)c1ccc(NC=C2C(=O)OC3(CCCCC3)OC2=O)cc1
    ., 1.1, 24.4, 1, 2.5, -0.3, ., 7.5, 0.1, 0.8, 1620
- N#C/C(C(=O)c1ccccc1)=C1/CCCCCN1
    31.3, 1, 9.0, 1, 3.2, -2.6, -0.235, 9.0, -2.7, 0.9, 1767
- COc1ccc(N(CC(=O)NCCSc2ccccc2)S(C)(=O)=O)cc1
    0.7, 0.9, 13.8, 1, 13.9, -3.9, -0.901, 1.1, -3.8, 0.9, 1480
- COc1ccccc1N1CCN(C(=O)Nc2ccc(F)c(Cl)c2)CC1
    -9.4, 1, 16.3, 0.9, 7.9, -3.7, -0.0604, -3.3, 2.3, 0.8, 1329
- COc1cc(/C=C2\SC(=N)N(c3ccc(F)cc3)C2=O)ccc1O
    9.0, 1, 23.1, 1.1, 5.3, 12.5, 0.157, 4.8, 9.5, 0.8, 1632
- CCCCOCCCNC(=O)C1CCCCC1
    12.9, 1.1, 7.9, 1, -0.2, 3.0, ., 3.0, 0.8, 0.9, 1437
- CCOc1ccccc1/C=N/NC(=O)CNC(=O)c1ccc(S(=O)(=O)N2CCOCC2)cc1
    -4.4, 1, 15.7, 1.1, 0.0, 1.0, 0.367, 1.8, 1.9, 0.8, 1544
- CCCOc1ccc(OCCOCCN2CCc3ccccc3C2)cc1
    ., 1.1, 9.7, 1.1, 13.7, 6.4, -0.128, 2.9, 3.8, 0.9, 1602
- Cc1ccc(CNC(=O)CCCc2nc3ccccc3s2)cc1
    -0.8, 1, 4.4, 1, 3.1, 1.6, 0.0131, 2.3, -3.2, 1, 1721
- C/C(=N\NC(=O)c1ccc(Cl)cc1)c1ccc(Br)s1
    ., 1.1, -10.7, 1.1, 6.7, 10.0, -0.802, 12.1, 3.0, 1.1, 1624
- COc1ccc(S(=O)(=O)N(CC(=O)NCc2ccco2)C2CCCCC2)cc1OC
    -13.8, 1.1, 10.1, 1, 6.6, 3.0, ., -2.0, 1.1, 0.9, 1492

A few values from the results shown.
In SRC2 TRFRET art, Cc1ccc(CNC(=O)CCCc2nc3ccccc3s2)cc1 reads 1721
In ROMK primary, N#C/C(C(=O)c1ccccc1)=C1/CCCCCN1 reads -0.235

Next part
Second line of a record – S1P3 antagonist, PMI act hi M6P, Diaph inh CS, PMI activator, G6PDH CS, PPARg SRC-2 ag, ROMK primary, PPARg SRC3 recr, PPARg SRC-1 ag, Diaphorase act, SRC2 TRFRET art
- OCCN1CCN(c2ncnc3c2sc2nc(N4CCOCC4)c4c(c23)CCC4)CC1
    ., 0.9, 28.9, 0.9, 2.8, 10.0, ., -0.5, -1.8, 0.7, 1538
- O=S(=O)(/N=C(/Nc1ccc(F)cc1F)c1ccc(Cl)cc1)c1ccccc1
    ., 1.1, -1.2, 1, 4.3, 10.5, ., 14.8, 8.4, 1, 1569
- CCOC(=O)c1c(NC(=O)CCC(=O)NCc2ccco2)sc2c1CCCC2
    -7.5, 0.9, 42.5, 0.9, 9.4, 0.3, -0.0332, 4.2, -1.8, 0.6, 1498
- COc1ccc2ccccc2c1/C=N/NC(=O)c1cccc(Br)c1
    11.7, 0.9, 16.0, 0.9, 1.4, -1.3, ., 0.4, -6.2, 0.8, 1291
- Cc1nn(-c2ccccc2)c(CC(C)(C)C(=O)O)c1C(=O)O
    -27.2, 0.9, 11.6, 1, -19.1, -0.5, ., 4.5, -4.5, 0.9, 1519
- CCCCCOC(=O)C1=C(C)Nc2ncnn2C1c1cccs1 (stereo not given)
    ., 0.9, 11.7, 0.9, 9.7, 4.9, -0.785, -8.8, -1.2, 0.9, 1500
- Cc1c(C)c(C)c(/C=[N+](/C)[O-])c(C)c1C
    -10.8, 1.1, -19.7, 1.1, 17.7, 4.4, -0.116, 1.7, -3.8, 1.2, 1423
- COc1cc(C2N(c3ccc(Cl)c(Cl)c3)C(=O)C3CCCN32)cc(OC)c1OC (stereo not given)
    6.6, 1, 42.7, 1, -3.3, 11.1, ., 8.6, 5.4, 0.6, 1682
- Cc1ccc(S(=O)(=O)N2CCN(C(=O)CSc3nnnn3C)CC2)c(C)c1
    -8.7, 0.9, 13.5, 1, 8.3, 3.7, -0.0967, 1.4, 0.8, 0.9, 1581

One compound at a time (already shown).
CCOc1ccccc1/C=N/NC(=O)CNC(=O)c1ccc(S(=O)(=O)N2CCOCC2)cc1 reads S1P3 antagonist: -4.4; PMI act hi M6P: 1; Diaph inh CS: 15.7; PMI activator: 1.1; G6PDH CS: 0.0; PPARg SRC-2 ag: 1.0; ROMK primary: 0.367; PPARg SRC3 recr: 1.8; PPARg SRC-1 ag: 1.9; Diaphorase act: 0.8; SRC2 TRFRET art: 1544
COc1ccc(S(=O)(=O)N(CC(=O)NCc2ccco2)C2CCCCC2)cc1OC reads S1P3 antagonist: -13.8; PMI act hi M6P: 1.1; Diaph inh CS: 10.1; PMI activator: 1; G6PDH CS: 6.6; PPARg SRC-2 ag: 3.0; ROMK primary: .; PPARg SRC3 recr: -2.0; PPARg SRC-1 ag: 1.1; Diaphorase act: 0.9; SRC2 TRFRET art: 1492
